PTHR1 ag: activates the human parathyroid hormone receptor PTHR1 | HEK293 GP2 PTHR1 cells, GloSensor cAMP luminescence, 1 h | 410,000 compounds, 0.075% hits | Potency, µM (highest dose often 115 µM), for inactives: at the top dose activation, actives largely listed as activators | Q03431; also: nearly all actives have a fitted effect of over 55% in size; some results filed as inactive show a strong effect at the top dose; inactives centre near -15; many of its hits are not listed in these tables
Target sequence (Q03431 whole entry, looked up): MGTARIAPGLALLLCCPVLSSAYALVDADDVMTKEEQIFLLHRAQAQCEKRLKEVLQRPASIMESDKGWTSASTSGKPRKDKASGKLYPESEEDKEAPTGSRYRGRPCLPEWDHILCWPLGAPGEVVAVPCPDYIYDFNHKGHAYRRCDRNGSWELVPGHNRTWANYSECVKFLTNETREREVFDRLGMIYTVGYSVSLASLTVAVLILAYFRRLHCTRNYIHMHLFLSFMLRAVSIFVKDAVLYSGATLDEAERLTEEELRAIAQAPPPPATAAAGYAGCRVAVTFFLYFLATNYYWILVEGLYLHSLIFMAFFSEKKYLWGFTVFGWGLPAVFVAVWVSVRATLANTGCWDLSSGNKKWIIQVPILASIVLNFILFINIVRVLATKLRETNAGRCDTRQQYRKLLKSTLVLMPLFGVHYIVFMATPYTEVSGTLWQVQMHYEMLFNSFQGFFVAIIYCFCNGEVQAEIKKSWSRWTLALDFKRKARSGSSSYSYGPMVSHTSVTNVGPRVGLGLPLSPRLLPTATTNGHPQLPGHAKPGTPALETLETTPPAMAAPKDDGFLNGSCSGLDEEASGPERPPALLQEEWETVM
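HEK-293-derived GP2 cells expressing PTHR1 and a GloSensor cAMP reporter, 3,000/well, plated overnight, given luciferin plus IBMX (each 0.5 mM as added) for 1 h at 37 °C, then compound for 1 h at 37 °C. Luminescence was read after 15 min at room temperature.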
TDP-43 yeast inh: inhibitors of TDP-43 toxicity in yeast. TDP-43 expressing yeast growth rescue, BacTiter-Glo, 24 h. Potency, µM (highest dose often 46.1 µM), for inactives: top-dose growth rescue (activation), most hits filed as activators. 410,000 compounds, 1.8% hits; also: % of control where 0% means no effect; nearly all actives have a fitted effect of over 50% in size
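In this qHTS, compounds that restore growth of yeast expressing TDP-43 appear as activators. Cells (OD600=0.02, galactose medium, raffinose-pregrown) are incubated with compound 24 hr at 30 deg C and growth is quantified by BacTiter-Glo.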
EPAC2 antagonist: EPAC2 (human) antagonism | Q8WZA2 | EPAC2 GEF exchange of Rap1B-BODIPY-GDP, fluorescence | Potency, µM (top dose mostly 114 µM), for inactives: at the highest dose activity, negative = inhibition, actives largely listed as inhibitors | 360,000 compounds, 0.18% hits; also: % is scaled to controls: 0 for no effect and ±100 for the full control effect; nearly all actives have a fitted effect of over 45% in size; many of its hits are not listed in these tables
EPAC2 agonist: agonists of human EPAC2 (RAPGEF4); Q8WZA2; EPAC2 activation, biochemical qHTS; response scale: 100% = 6.5 mM cAMP response; Potency, µM (titrated, usually from 154 µM), for inactives: at the top dose activation, actives largely listed as activators; 360,000 compounds, 0.079% hits; also: nearly all actives have a fitted effect of over 50% in size
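In this primary screen, activation is scored as increased exchange of BODIPY-GDP from Rap1B by 100 nM EPAC2, with 50 uM GDP as competitor. Signal is normalized to the 6.5 mM cAMP agonist control.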
EPAC1 agonist: EPAC1 (human) agonism. O95398. Potency, µM (titrated, usually from 154 µM), without a hit: at the highest dose activation, hits mostly activators. 360,000 compounds, 0.073% hits. EPAC1 agonist qHTS, biochemical assay; response scale: 100% = response to 6.5 mM cAMP; also: nearly all actives have a fitted effect of over 60% in size
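Nucleotide exchange by EPAC1 (100 nM) on Rap1B–BODIPY-GDP (250 nM) in the presence of 50 uM GDP is tracked fluorescently at 480/540 nm over 30 min. Signals are normalized to a 6.5 mM cAMP control.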
FUS suppressor: rescues growth of FUS-expressing yeast; S. cerevisiae FUS-expressing, growth rescue, OD600, 24 h; Potency, µM (series often up to 76.6 µM), for the others: top-dose growth rescue (activation), hits mostly activators; 390,000 compounds, 0.24% hits;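 also: plate controls were DMSO vehicle for no effect and reference control for full effect; nearly all actives have a fitted effect of over 55% in size; some results filed as inactive show a strong effect at the top dose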
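Restored growth of FUS-toxic S. cerevisiae, read as 600 nm absorbance after 24 h at 30C in galactose medium (starting OD 0.005). Controls CP55940 and DMSO.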
EPAC1 antag: blocks human EPAC1 exchange factor; 360,000 compounds, 0.14% hits; Potency, µM (top dose mostly 115 µM), inactives show at the top dose activity change, negative = inhibition, usual class: inhibitors; EPAC1 GEF assay, Rap1b-BODIPY-GDP exchange fluorescence;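 also: plate controls were vehicle for no effect and positive control for full effect; nearly all actives have a fitted effect of over 50% in size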
aSyn rescue: alpha-synuclein toxicity inhibition in yeast; Yeast expressing alpha-synuclein, growth rescue, BacTiter-Glo, 24 h; Potency, µM (doses to about 46.1 µM), inactives show at the top dose growth rescue (activation), hits mostly activators; 370,000 compounds, 0.14% hits; AID 652106; also: % of control where 0% means no effect; nearly all actives have a fitted effect of over 65% in size
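Galactose-induced alpha-syn yeast (OD600=0.02, raffinose-pregrown) + pinned cpd, 24 hr, 30 deg C; growth by BacTiter-Glo luminescence. Growth restoration scores as activation.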
* hit, by the source's call; i = inactive; ? = inconclusive; · = no result given; & = joins results of further samples; [ ] = dose if it differs, or a comment. Calls follow the shape of the dose curve; as a rule, active = well fitted curve in the direction sought with a large enough effect; inconclusive = small, poorly fitted or top-dose-only effect, or another doubt; inactive = no such curve, though single readings can be large; an effect the other way counts as inactive or inconclusive. Potency is read from the fitted curve at half-maximal effect.

SMILES	PTHR1 ag	TDP-43 yeast inh	EPAC2 antagonist	EPAC2 agonist	EPAC1 agonist	FUS suppressor	EPAC1 antag	aSyn rescue
COc1ccc(NC(=O)CCCC(=O)OCC(=O)c2cccc(OC)c2)cc1	i	2.8%	-0.3%	-2.3%	8.7%	-28.8%	-7.1%	2.9%
COc1cc(C2CC(c3c(C)cc(C)[nH]c3=O)=NN2c2ccccc2F)cc(OC)c1OC (configuration not stated)	-5.3%	-18.8%	37.9%[activator]	-2.9%	-22.1%	?	-9.4%	0.0%
COc1ccccc1-c1cc(C(=O)Nc2cc(C)on2)no1	-39.3%[inhibitor][57.5 µM]	-22.5%	14.7%	-2.8%	-5.2%	3.2%	8.7%	-7.3%
CC(C)(C)Oc1ncc(Br)c(OC(C)(C)C)n1	-16.7%[57.5 µM]	-15.8%	0.4%	7.5%	2.8%	-7.9%	5.0%	-12.7%
C=CCN1C(=O)/C(=C\c2cccc(OC(=O)c3ccco3)c2)SC1=S	-13.2%	-3.7%	-2.8%	0.8%	-1.5%	-5.0%	1.3%	0.4%
O=C1CC(N2CCN(c3ccc(Cl)cc3)CC2)C(=O)N1c1ccc(F)cc1 (configuration not stated)	-19.1%	0.0%	-1.1%	8.0%	18.1%	-7.5%	-4.8%	9.4%
O=[N+]([O-])c1c(-c2cn[nH]c2)n[nH]c1-c1cn[nH]c1	i	-12.1%	7.2%	7.2%	1.7%	19.7%	-6.6%	-0.1%
COC(=O)c1cccc(N(CC(=O)NC2CCCC2)C(=O)CNC(=O)c2cccs2)c1	-7.9%	-10.6%	3.5%	-0.4%	-2.7%	1.3%	-13.8%	-8.7%
CCN(CC(=O)NCc1cccs1)S(=O)(=O)c1ccc(F)c(F)c1F	-23.3%	13.4%	-4.2%	4.4%	-1.0%	-9.0%	-12.2%	8.4%
O=C(C=Cc1ccc(Cl)s1)c1ccc(Cl)s1	-43.3%[inhibitor]	-6.7%	-22.2%	10.0%	0.0%	-17.0%	6.1%	3.2%
CN1C(N)=NC(=O)/C1=C\c1ccc(Br)cc1	-0.5%	-2.1%	2.4%	1.2%	1.2%	12.9%	-22.1%	-4.9%
C[C@H](CO)N1C[C@H](C)[C@@H](CN(C)S(=O)(=O)c2ccccc2)Oc2ccc(NC(=O)Cn3cnnn3)cc2C1=O	-21.9%	13.6%	-5.8%	-1.5%	5.8%	7.6%	-1.5%	-4.2%
COc1ccccc1Nc1ccc([N+](=O)[O-])cc1N	i	0.0%	-16.6%	13.4%	3.0%	14.7%	-8.2%	1.0%
Cc1ccc(C)c(/C(O)=C2/C(=O)C(=O)N(CCN3CCOCC3)C2c2ccco2)c1 (configuration not stated)	i	-0.2%	2.4%	-4.5%	0.0%	23.6%	-7.1%	-0.4%
O=S(=O)(NNc1ncc(C(F)(F)F)cc1Cl)c1ccccc1	-4.5%	3.7%	-5.7%	3.2%	-6.7%	3.3%	-27.5%	-7.5%
Cc1cnc(NC(=O)c2cncc(Br)c2)s1	-22.6%	0.0%	10.7%	4.1%	4.9%	2.0%	2.8%	2.9%
Cc1occc1-c1nnc(SCC(=O)Nc2nc3ccccc3s2)o1	i	-17.5%	7.6%	5.3%	-2.4%	1.4%	10.4%	-0.3%
CN1C(=O)/C(=C/c2ccccc2OCc2ccc(F)cc2)N(C)C1=S	-6.1%	6.6%	-5.8%	2.5%	-1.7%	·	-22.6%	-2.5%
Oc1ccc(/C=N/Nc2cccc(Cl)n2)c(O)c1	-53.5%[inhibitor]	?	-15.4%	8.8%	-2.3%	0.4%	-5.5%	-7.7%
Cc1nn(-c2ccccc2)c(C)c1/C=C/C(=O)OC(C)C(N)=O (configuration not stated)	-4.8%	12.4%	9.6%	4.8%	1.2%	·	6.6%	2.9%
Clc1ccsc1-c1ccc2ccccc2n1	i	-12.8%	3.0%	11.3%	6.5%	17.6%	-0.5%	3.5%
CC1(C)NC(=O)N(CCCCOc2ccc(Cl)cc2)C1=O	-23.2%	-13.4%	9.3%	8.2%	-4.7%	-0.7%	1.9%	10.9%
COc1ccc(/C=c2/sc3n(c2=O)NC2(c4ccccc4)N(C)C(=O)N(C)C2(c2ccccc2)N=3)cc1 (configuration not stated)	-16.4%[57.5 µM]	5.9%	-0.9%	10.2%	2.8%	0.6%	5.2%	5.0%
CCOC(=O)C1(C)Oc2ccc(S(=O)(=O)CC)cc2NC1=O (configuration not stated)	-5.4%	17.1%	-2.1%	-1.3%	-2.1%	-0.8%	-2.6%	-0.1%
CCC(C)[C@@H](C(=O)NCC1CCC(C(=O)O)CC1)n1nnc2ccccc2c1=O (some centres not stated)	-21.2%	10.1%	13.6%	4.8%	0.0%	7.1%	9.4%	10.2%
CCCCN1C(=O)/C(=C/C=C2/CC(C)(C)CN2C)SC1=S	-18.0%	0.0%	56.4%[activator]	18.0%	?	25.0%	50.9%[activator]	3.0%
O=C1CCSc2c1ccc1ccccc21	i	16.5%	-7.3%	-1.4%	-3.0%	·	-15.8%	7.9%
Cn1cc(C(=O)NCCO)c(=O)c2ccccc21	i	·	8.9%	0.1%	-7.3%	-4.9%	-26.6%	1.7%
O=C(NC(Cc1ccccc1)C(=O)O)/C(=C\c1ccc(Br)cc1)NC(=O)c1ccc(Br)o1 (configuration not stated)	-8.9%	-14.8%	-3.4%	8.3%	-1.7%	17.5%	-24.2%	3.4%
CCC(CC)c1nnc(NC(=O)CS(=O)(=O)Cc2ccccc2)s1	-18.0%[57.5 µM]	0.6%	6.8%	-2.0%	-1.4%	32.2%	7.0%	-9.3%
CCOc1c(C)cnc2c1c(=O)n(Cc1c(F)cccc1Cl)c(=O)n2C	i	-2.6%	-18.5%	1.1%	-0.6%	38.4%	-11.8%	7.7%
O=C(Nc1ncc(S(=O)(=O)c2ccc([N+](=O)[O-])cc2)s1)c1ccccc1F	-31.1%[inhibitor]	-16.9%	-0.3%	-11.4%	-5.7%	0.6%	1.7%	0.4%
CC1(C)CC(=O)c2cnc(N3CCc4ccccc43)nc2C1	-29.0%	6.6%	-9.8%	20.3%	-5.1%	28.4%	8.0%	-0.9%
NC(=O)C1CCN(C(=O)CCC(=O)c2ccc(F)cc2)CC1	i	2.4%	1.5%	1.7%	-9.1%	-12.4%	1.5%	-2.8%
COc1ccc(NC(=O)c2ccc(S(=O)(=O)N(C)c3ccccc3)cc2)cc1S(=O)(=O)N1CCOCC1	-42.4%[inhibitor]	15.3%	4.5%	3.7%	13.5%	?	-2.9%	-1.9%
Cc1ccc(S(=O)(=O)N(C)CC(=O)O/N=C(\N)c2ccccn2)cc1	i	-4.5%	8.5%	-4.4%	-2.2%	-13.4%	11.6%	-1.5%
CCN(c1ccccc1)S(=O)(=O)c1nnc(NC(=O)c2ccco2)s1	-39.4%&-19.0%[inhibitor]	11.1%&14.3%	8.9%	9.3%	-8.8%	9.3%&4.1%	-14.8%	1.2%
O=C(c1ccc2c(c1)OCO2)N1CCOCC1	i	-2.3%	-1.2%	9.4%	11.6%	-23.6%	-0.8%	-3.3%
O=S(=O)(Nc1cc(Cl)ccc1N1CCOCC1)c1ccccc1Cl	-60.5%[inhibitor]	14.9%	?	12.1%	18.9%	-13.4%	-23.8%	9.3%
COc1cc(NC(=O)c2ccc(F)cc2)ccc1NC(=O)c1cc2ccccc2o1	-1.6%	13.1%	-7.7%	0.1%	-6.7%	-14.0%	19.2%	5.4%

Sorted by length of the SMILES (low to high): some entries from above.
SMILES	PTHR1 ag	TDP-43 yeast inh	EPAC2 antagonist	EPAC2 agonist	EPAC1 agonist	FUS suppressor	EPAC1 antag	aSyn rescue
O=C(C=Cc1ccc(Cl)s1)c1ccc(Cl)s1	-43.3%[inhibitor]	-6.7%	-22.2%	10.0%	0.0%	-17.0%	6.1%	3.2%
COc1ccc(NC(=O)CCCC(=O)OCC(=O)c2cccc(OC)c2)cc1	i	2.8%	-0.3%	-2.3%	8.7%	-28.8%	-7.1%	2.9%
O=C1CC(N2CCN(c3ccc(Cl)cc3)CC2)C(=O)N1c1ccc(F)cc1 (configuration not stated)	-19.1%	0.0%	-1.1%	8.0%	18.1%	-7.5%	-4.8%	9.4%
O=C(Nc1ncc(S(=O)(=O)c2ccc([N+](=O)[O-])cc2)s1)c1ccccc1F	-31.1%[inhibitor]	-16.9%	-0.3%	-11.4%	-5.7%	0.6%	1.7%	0.4%
COc1cc(C2CC(c3c(C)cc(C)[nH]c3=O)=NN2c2ccccc2F)cc(OC)c1OC (configuration not stated)	-5.3%	-18.8%	37.9%[activator]	-2.9%	-22.1%	?	-9.4%	0.0%

Other entries.
SMILES	PTHR1 ag	TDP-43 yeast inh	EPAC2 antagonist	EPAC2 agonist	EPAC1 agonist	FUS suppressor	EPAC1 antag	aSyn rescue
CCOC(=O)N1CCN(S(=O)(=O)N2CCCC(C(=O)NCCc3ccc(Cl)cc3)C2)CC1 (configuration not stated)	-18.1%	0.8%	-1.7%	-7.3%	-1.7%	9.6%	-10.9%	0.2%
COc1cc(/C=N/NC(=O)c2ccc3c(c2)OCO3)ccc1O	i	11.5%	5.5%	3.8%	-7.7%	18.7%	-0.5%	-1.5%
COc1ccc(-c2cc3nc(NCC4CCCCC4)n(C)c(=O)c3s2)cc1OC	-56.3%[inhibitor]	20µM*	2.9%	4.0%	2.9%	-5.4%	-5.2%	29.6%
CCOC(=O)c1cnc2ccc(C)cc2c1Nc1ccc(N2CCOCC2)cc1	-12.1%[57.5 µM]	-4.1%	-2.5%	1.9%	18.5%	10.1%	1.7%	1.6%
Cc1ccc(S(=O)(=O)NCCC(=O)OCC(=O)Nc2cccc(Cl)c2)cc1	?	-1.7%	-4.9%	9.3%	-4.5%	18.3%	-14.2%	-4.5%
COC(=O)C(C#N)c1nc2ccccc2nc1N1CCCC1 (configuration not stated)	-19.0%	?	-13.9%	1.9%	2.7%	-15.5%	-23.3%	18.7%
CC1CN(S(=O)(=O)c2ccc(C(=O)NC3CCCCC3)cc2)CC(C)O1 (configuration not stated)	-13.2%	12.9%	7.8%	3.1%	1.3%	18.3%	-4.6%	4.4%
CC[C@@H]1C(c2ccc(F)cc2)=NN(c2ccc(Br)cc2)[C@H]1C(=O)N1CCOC1=O	-25.1%	14.1µM*	-14.3%	7.4%	-12.9%	11.4%	-1.4%	23.2%
CCOc1ccc(NC(=O)c2cccc3c2C(=O)N(CCOC)C3)cc1	i	25.0%	-1.5%	-15.6%	13.6%	23.1%	-16.1%	-3.7%
O=C(Nc1ccccc1N1CCCC1)c1cc(=O)[nH]c2ccccc12	-2.2%	19.1%	10.8%	21.4%	-9.8%	-8.9%	4.5%	-8.1%
COc1ccc(-c2cc3nc(-c4ccccc4)cc(N4CCCC(O)C4)n3n2)cc1 (configuration not stated)	i	?	-5.8%	-4.3%	6.0%	-0.5%	?	-21.6%

Compound activity from PubChem.

This is a subset; the hit share may differ from the screen's.
